H37Rv inhibition = M. tuberculosis growth inhibition, HTS (AID 449762); M. tuberculosis H37Rv growth inhibition, 7H9 media; higher % means a stronger effect; inhibition, % at 25 µM; hits with a dose series show IC50 in µM; 330,000 compounds, 0.59% hits; in the data active = a potency from the dose series; inconclusive = inhibition above about 70% without an active follow-up result;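 note: bacterial growth assessed after seven days of incubation; strong numbers were not always called active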
M. tuberculosis = growth inhibition of non-replicating M. tuberculosis (AID 488890); one-dose inhibition, % at 25 µM; IC50 in µM for titrated hits; 320,000 compounds, 0.39% hits; Mycobacterium tuberculosis non-replicating, growth inhibition; higher % means a stronger effect; in the data active = a potency from the dose series; inconclusive = inhibition mostly from about 82% at the one dose, without a potency; inactive = the rest, 99 in 100 with inhibition below about 76%;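 note: plate controls were DMSO cells for no effect and high antibiotic wells for full effect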
VEEV TC-83 Vero = inhibitors of VEEV TC-83 cytopathic effect, confirmation, Vero cells (AID 588727); Vero cells, VEEV TC-83 cytopathic effect inhibition; higher % means a stronger effect; inhibition, % at 20 µM; hits with a dose series show IC50 in µM; 350,000 compounds, 0.13% hits; in the data active = a potency from the dose series; inconclusive = inhibition mostly from about 14% at the one dose, without a potency; inactive = the rest, 99 in 100 with inhibition below about 12%; note: strong numbers were not always called active
PhoP GFP inhibition = Inhibition of PhoP regulon, Salmonella typhi GFP reporter cells, confirmation, 4 h (AID 1850) | Salmonella Typhi PhoP-promoter GFP reporter, fluorescence, 4 h; higher % means a stronger effect | inhibition, % at 50 µM, or IC50 in µM where a hit was titrated | 310,000 compounds, 0.33% hits; in the data active = a potency from the dose series; inconclusive = inhibition mostly from about 25% at the one dose, without a potency; inactive = the rest, 99 in 100 with inhibition below about 19%;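 note: 0% = induced wells with vehicle and 100% = uninduced wells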
influenza NS1A = H1N1 influenza NS1A inhibitors, functional cell based assay (AID 504329); NS1A functional cell-based assay, percent inhibition; higher % means a stronger effect; one-dose inhibition, % at 12.5 µM; IC50 in µM for titrated hits; 340,000 compounds, 0.3% hits; in the data active = a potency from the dose series; inconclusive = inhibition above about 27% without an active follow-up result; note: strong numbers were not always called active
VEEV TC-83 Vero 10K pilot screen = recorded beside VEEV TC-83 Vero, whose call it bears; inhibition, %; measured here: 10K pilot screen inhibition
Active calls of the source: *; i = inactive; ? = inconclusive; . = not tested or not shown.

SMILES	H37Rv inhibition	M. tuberculosis	VEEV TC-83 Vero	PhoP GFP inhibition	influenza NS1A	others
Cc1nnc(NC(=O)CSc2nccn2-c2cccc(C)c2C)s1	-3.3%	50.2%	2.6%	4.9%	31.6%
Cc1c(NC(=O)CSc2ccccn2)c(=O)n(-c2ccccc2)n1C	-3.2%	-6.2%	5.4%	4.0%	1.2%
Cc1cccc2sc(NC(=O)CN3C(=O)c4ccccc4C3=O)nc12	-4.3%	-21.4%	0.7%	10.6%	0.2%
CCOC(=O)c1cc(-c2ccc(Cl)cc2)nc2onc(C)c12	0.8%	9.6%	.	-2.2%	.
CCC(=O)Nc1nc2ccccc2n1Cc1ccc(Cl)cc1	<0.2µM*	0.84µM*	i	-0.6%	-7.6%
COC(=O)c1sccc1-n1cccc1C(=O)C(=O)N1CCOCC1	-3.2%	1.1%	1.7%	-23.2%	-6.6%
Cc1cc(C)n(-c2ccc(C(=O)OC(C)C)cc2)n1	-3.7%	.	0.9%	-8.0%	-12.6%
Cc1ccc(N(C(=O)c2ccncc2)C2C=CS(=O)(=O)C2)cc1 (stereo not drawn)	-11.9%	-7.8%	0.3%	-15.9%	2.9%
O=C(Nc1ccncc1)C1CCN(S(=O)(=O)c2cccs2)CC1	-8.8%	2.4%	1.1%	-5.2%	2.1%
Cc1cccc(C)c1N1C(=O)C(Cl)=C(N2CCCC2)C1=O	5.7%	44.9%	1.3%	4.2%	-21.0%
O=C(O)CC1Sc2nc3ccccc3n2C1=O (stereo not drawn)	-3.3%	-15.7%	5.5%	6.7%	3.8%
CSc1ccccc1OCc1cc(C(=O)N2CCN(C)C(c3ccccc3)C2)no1 (stereo not drawn)	6.2%	32.6%	7.3%	-0.7%	1.6%
CCOC(=O)N1CCC(Nc2c(NCCCN(C)Cc3ccccc3)c(=O)c2=O)CC1	1.8%	.	0.1%	-2.3%	3.5%
CCCn1nnc(NC(=O)c2ccc3c(c2)OCO3)n1	-3.9%	40.1%	1.3%	4.3%	-20.4%
O=C1C2C3C=CC(C3)C2C(=O)N1CCN1CCN(S(=O)(=O)/C=C/c2ccccc2)CC1 (stereo not drawn)	0.5%	4.6%	0.4%	-7.2%	-1.6%

Reprinted from the part before: 7 compounds; new compounds follow.
SMILES	H37Rv inhibition	M. tuberculosis	VEEV TC-83 Vero	PhoP GFP inhibition	influenza NS1A	others
O=C(Nc1ccncc1)C1CCN(S(=O)(=O)c2cccs2)CC1	-8.8%	2.4%	1.1%	-5.2%	2.1%
Cc1cccc(C)c1N1C(=O)C(Cl)=C(N2CCCC2)C1=O	5.7%	44.9%	1.3%	4.2%	-21.0%
O=C(O)CC1Sc2nc3ccccc3n2C1=O (stereo not drawn)	-3.3%	-15.7%	5.5%	6.7%	3.8%
CSc1ccccc1OCc1cc(C(=O)N2CCN(C)C(c3ccccc3)C2)no1 (stereo not drawn)	6.2%	32.6%	7.3%	-0.7%	1.6%
CCOC(=O)N1CCC(Nc2c(NCCCN(C)Cc3ccccc3)c(=O)c2=O)CC1	1.8%	.	0.1%	-2.3%	3.5%
CCCn1nnc(NC(=O)c2ccc3c(c2)OCO3)n1	-3.9%	40.1%	1.3%	4.3%	-20.4%
O=C1C2C3C=CC(C3)C2C(=O)N1CCN1CCN(S(=O)(=O)/C=C/c2ccccc2)CC1 (stereo not drawn)	0.5%	4.6%	0.4%	-7.2%	-1.6%
COc1ccc(C)cc1S(=O)(=O)N1CCN(C(=O)c2ncoc2-c2ccc(C)cc2)CC1	-2.2%	-3.7%	2.4%	1.0%	-7.5%
Cc1ccc2nc(SCC(=O)c3ccc4c(c3)OCO4)[nH]c2c1	-0.1%	24.0%	i	-2.9%	-15.7%
Cc1ccc(-n2nnc3c(=O)n(Cc4cc(C)ccc4C)cnc32)cc1	-4.4%	1.0%	2.3%	-0.9%	1.0%
CCCCC(=O)N1C/C=C\[C@H](c2ccc(OC)cc2)N(Cc2ccc(F)cc2)C(=O)[C@@H]1C	0.7%	7.7%	3.6%	9.5%	-5.3%
CC(C)(C)C(=O)Nc1c2c(nn1-c1ccccc1)CSC2	-1.1%	.	0.7%	2.9%	-2.7%
O=C(c1cn(-c2ccccc2)nc1-c1cccs1)N1CCOCC1	4.5%	-0.4%	1.8%	6.2%	-3.3%
Cc1ccc(-c2cc(C(=O)NCCCN3CCOCC3)no2)cc1	-7.1%	-8.0%	i	-6.0%	-12.2%
O=C(O)CCCCCN1C(=O)c2ccc(C(=O)O)cc2C1=O	-1.1%	-19.0%	0.7%	-12.2%	-13.9%
Cc1cc(NC(=O)c2ccc(C)s2)n(-c2ccccc2)n1	1.5%	-8.1%	0.2%	-0.8%	-1.4%
COc1cccc(CN2CC(C(=O)NCc3ccc(Cl)s3)CCC2=O)c1 (stereo not drawn)	.	.	1.6%	.	2.5%
O=C(NCCCN1CCCC1=O)c1ccc(NS(=O)(=O)c2ccccc2)cc1	-1.3%	-3.3%	0.2%	0.2%	-2.7%
CN1C2CCC1CC(NS(=O)(=O)c1cc(Cl)c(Cl)cc1Cl)C2 (stereo not drawn)	-7.2%	4.1%	0.3%	-0.5%	8.2%
CCn1c(N2CCN(C(=O)Nc3ccc(F)cc3)CC2)nc2ccccc21	-8.3%	11.1%	6.0%	-2.6%	8.0%
O=[N+]([O-])c1ncccc1OCc1ccc(Br)cc1F	-0.2%	-6.3%	0.8%	-6.1%	4.6%
COc1cc(/C=N/n2c(C3CCCCC3)n[nH]c2=S)cc(OC)c1O	-7.1%	5.4%	0.5%	-4.3%	-0.3%
Cc1occc1C(=O)Nc1nnc(C2CCCCC2)s1	1.1%	3.5%	0.2%	13.2%	2.2%
Cc1c(C(=O)N(C)C)sc2nc(-c3ccccn3)[nH]c(=O)c12	5.89µM*	i	0.6%	-10.1%	13.1µM*
CC(=O)N1CCC(C(=O)N2CCN(S(=O)(=O)c3ccc(Cl)s3)CC2)CC1	-5.3%	0.7%	0.7%	-0.5%	8.6%
NC(=O)c1nsc(C(=O)N(c2ccc3c(c2)OCCO3)C(C(=O)NCC2CCCO2)c2ccc(F)cc2)c1N (stereo not drawn)	-4.5%	8.4%	0.7%	-14.8%	4.9%
CC(=O)NC(=S)Nc1ccccc1F	-2.8%	13.5%	1.0%	-2.4%	-9.3%
COc1cccc(Cn2c(=O)c3ccccc3n3nc(C)cc23)c1	-0.6%	21.2%	4.3%	5.7%	-10.7%
O=C(CCc1nc(-c2ccccc2Cl)no1)NC1CCCCC1	6.2%	47.3%	1.6%	0.1%	10.3%
CCN1C(=O)[C@H]2[C@@H](c3ccc(C)cc3)N3C(=O)N(c4cccc(Cl)c4)C(=O)[C@@]3(Cc3ccccc3)[C@H]2C1=O	-5.3%	32.9%	0.0%	-10.8%	-4.8%
Cc1ccsc1C(=O)OCC(=O)N(C)C1CCCCC1	0.8%	33.3%	i	.	-6.0%
COc1ccc(C2C(=O)N(CCc3ccccc3)CC(=O)N2C2CCCCC2)cc1 (stereo not drawn)	-3.0%	12.8%	0.1%	7.2%	1.9%	VEEV TC-83 Vero 10K pilot screen=1.9
COc1ccc(CNC(=O)c2sccc2-c2ccccc2)cc1OC	66.7%	17.4%	3.6%	-11.7%	-6.2%
O=C(COc1ccc(CO)cc1)Nc1ccc(F)cc1	2.6%	.	i	13.9%	-3.3%
O=c1cc(-c2ccccc2)nc2cc(-c3ccc(Br)cc3)[nH]n12	3.5%	2.2%	4.3%	-2.5%	-3.5%
CCOc1ccc(N2C(=O)CC(N3CCN(c4ccccc4F)CC3)C2=O)cc1 (stereo not drawn)	-2.9%	17.9%	3.9%	4.3%	-0.4%	VEEV TC-83 Vero 10K pilot screen=0.9
CCN1C[C@@H]2[C@@H]3C(=O)N(Cc4ccccc4)C(=O)[C@@H]3[C@](Cc3ccccc3)(C1=O)N2C(=O)c1ccc(Cl)cc1	.	.	0.0%	.	7.4%

Three compounds drawn at random from those above:
SMILES	H37Rv inhibition	M. tuberculosis	VEEV TC-83 Vero	PhoP GFP inhibition	influenza NS1A	others
CCN1C(=O)[C@H]2[C@@H](c3ccc(C)cc3)N3C(=O)N(c4cccc(Cl)c4)C(=O)[C@@]3(Cc3ccccc3)[C@H]2C1=O	-5.3%	32.9%	0.0%	-10.8%	-4.8%
NC(=O)c1nsc(C(=O)N(c2ccc3c(c2)OCCO3)C(C(=O)NCC2CCCO2)c2ccc(F)cc2)c1N (stereo not drawn)	-4.5%	8.4%	0.7%	-14.8%	4.9%
CCN1C[C@@H]2[C@@H]3C(=O)N(Cc4ccccc4)C(=O)[C@@H]3[C@](Cc3ccccc3)(C1=O)N2C(=O)c1ccc(Cl)cc1	.	.	0.0%	.	7.4%

New compounds follow
SMILES	H37Rv inhibition	M. tuberculosis	VEEV TC-83 Vero	PhoP GFP inhibition	influenza NS1A	others
Cc1nc(N[C@@H](Cc2ccccc2)C(=O)O)c2oc3ccccc3c2n1	-2.2%	7.9%	0.8%	-6.1%	6.9%
O=C(NCc1ccco1)C1CCCN(S(=O)(=O)c2cccc3cccnc23)C1 (stereo not drawn)	0.9%	18.8%	i	-10.7%	6.8%
COc1ccccc1CN1CC(C(=O)N(C)CCOc2ccccc2)CCC1=O (stereo not drawn)	2.7%	-3.1%	1.0%	-24.2%	-0.1%
COc1ccc(CC(=O)Nc2nc(C)cs2)cc1S(=O)(=O)N1CCOCC1	-2.3%	-5.0%	3.1%	.	-3.3%
CC(C)Oc1ccc(C(=O)NC(Cc2c[nH]c3ccccc23)C(=O)NN)cc1 (stereo not drawn)	3.0%	17.9%	1.4%	5.6%	.
NN/C(=C\[N+](=O)[O-])Nc1ccccc1	69.9%	-2.8%	0.5%	-5.2%	4.2%
Cc1nccc2c1[nH]c1ccc(Br)cc12	14.9%	11.4%	4.9%	8.0%	-6.3%
CCn1c2ccc(C)cc2c2nnc(SCCN3CCOCC3)nc21	-2.2%	42.5%	10.4%	17.9%	7.6%
Cc1ccc(-n2c(O)c(C=N)c(=O)n(-c3ccc(C)cc3)c2=O)cc1	-1.0%	-6.6%	0.2%	-6.6%	-18.0%
CSCCC(NC(=O)c1ccccc1Cl)C(=O)NCC1COc2ccccc2O1 (stereo not drawn)	.	.	6.1%	.	-8.9%
CC(C)n1c(=O)[nH]c2ccccc21	-5.2%	1.5%	0.5%	15.8%	-7.4%
C=CC(=O)N1c2ccccc2Sc2ccc(NC(=O)OCC)cc21	-4.7%	55.8%	2.6%	9.9%	3.9%	VEEV TC-83 Vero 10K pilot screen=5.5
CCn1c(SCC(=O)N2CCCCCC2)nc2c([nH]c3ccccc32)c1=O	-12.6%	-16.3%	3.8%	-7.6%	-11.5%
COC(=O)CC1COc2ccccc2N1C(=O)c1cccc(C(F)(F)F)c1 (stereo not drawn)	7.2%	-2.8%	i	2.5%	-2.4%
COc1cccc(C(=O)NCC(=O)NCc2cc(=O)n(C)c(=O)n2C)c1OC	4.8%	.	0.1%	0.0%	7.6%
O=[N+]([O-])c1cc(CN2CCCC2)c2cccnc2c1O	4.0%	.	0.2%	?	?
COc1ccccc1CCN=C(N)NS(=O)(=O)c1cccs1	-1.9%	14.8%	0.1%	-0.8%	6.4%
Cc1cc(C)cc(N2CCCC2=O)c1	-18.8%	-7.8%	2.6%	-5.6%	3.8%
C=C(C)C(=O)Nc1cccc(C2=NOC3(C2)C[C@@H](C(N)=O)N(C(=O)/C(C)=C/C)C3)c1 (stereo partly drawn)	4.6%	-2.5%	0.7%	-0.1%	2.2%
CCCCn1c(N)c(N(CC(C)C)C(=O)c2cccc(S(=O)(=O)N(C)c3ccc(C)cc3)c2)c(=O)[nH]c1=O	1.6%	20.2%	8.6%	-1.9%	-8.1%
CCN(C[C@H]1N[C@@](CC)(C(=O)OC)[C@H]2C(=O)N(C)C(=O)[C@@H]12)C(=O)NC(C)C	3.6%	-4.1%	i	.	-3.0%
FC(F)(F)c1cccc(Nc2cc(-c3ccccc3)nc3ncnn23)c1	5.5%	7.4%	0.2%	4.8%	-5.3%

Two neighbouring records already listed, for reference:
SMILES	H37Rv inhibition	M. tuberculosis	VEEV TC-83 Vero	PhoP GFP inhibition	influenza NS1A	others
O=[N+]([O-])c1cc(CN2CCCC2)c2cccnc2c1O	4.0%	.	0.2%	?	?
COc1ccccc1CCN=C(N)NS(=O)(=O)c1cccs1	-1.9%	14.8%	0.1%	-0.8%	6.4%

Screening data from PubChem.
